Screening results as filed in PubChem BioAssay.
All columns: NCI-60 one-dose screen, growth in % after 48 h at 10 µM unless noted; 100 = growth as untreated, 0 = no growth, -100 = all killed.
OVCAR-5 – OVCAR-5 ovarian cancer | actives 2.9% (n = 82,000) | AID 1794783
DU-145 – DU-145 prostate cancer; actives 4.2% (n = 81,000); AID 1794760
PC-3 – PC-3 prostate cancer cells; actives 3.9% (n = 80,000)
OVCAR-4 – OVCAR-4 ovarian cancer cells | AID 1794784 | actives 3.7% (n = 80,000)
SW-620 – SW-620 colon cancer. actives 5.2% (n = 82,000). AID 1794795
HCC-2998 – HCC-2998 colon cancer; actives 4.7% (n = 79,000)
OVCAR-8 – OVCAR-8 ovarian cancer; actives 4.4% (n = 81,000)
KM12 – KM12 colon cancer cells | actives 5% (n = 82,000)
OVCAR-3 – OVCAR-3 ovarian cancer; actives 7% (n = 79,000); AID 1794787
The depositor's hits bear a star; x = no result given; & = joins results of further samples. How the source made its calls: active means growth percent below 10; inactive means the rest.

cpd	canonical_smiles	OVCAR-5	DU-145	PC-3	OVCAR-4	SW-620
1	CC[C@H](C)[C@H](NC(=O)[C@H](CCCNC(=N)N)NC(=O)[C@H](Cc1c[nH]c2ccccc12)NC(=O)[C@@H](NC(=O)[C@H](CCCCN)NC(=O)[C@H](CCCCN)NC(=O)[C@@H](NC(=O)[C@@H](NC(=O)[C@@H](NC(=O)[C@H](CCCCN)NC(=O)[C@H](Cc1ccccc1)NC(=O)[C@H](CCCCN)NC(=O)[C@H](CCCCN)NC(=O)[C@H](Cc1ccccc1)NC(=O)[C@@H](NC(=O)[C@@H](N)CCCCN)[C@@H](C)CC)[C@@H](C)O)[C@@H](C)CC)[C@@H](C)CC)C(C)C)C(=O)N[C@@H](Cc1ccccc1)C(=O)NCC(=O)N[C@@H](CCCNC(=N)N)C(=O)N[C@@H](Cc1ccccc1)C(N)=O	-46.1*	-64.4*	-25.9*	-31.3*	-14.9*
2	CCOC(=O)c1c(C)[nH]c(C)c1C=O	96.4	113.8	82.7	107.2	97.9
3	CCOC(=O)c1cnc2c(-c3ccc(Br)cc3)cnn2c1	98.4	99.5	101.0	96.6	104.7
4	Cc1cc2c(cc1C)NC(=O)CC(c1ccccc1)=N2	107.3	123.0	109.3	x	106.1
5	O=[N+]([O-])c1cc(F)ccc1Nc1cccc(F)c1	99.1	104.4	99.0	106.0	102.0
6	CCCCc1oc2ccc([N+](=O)[O-])cc2c1C(=O)c1ccc(C#Cc2ccc(F)cc2)cc1	81.7	102.8	81.4	85.5	85.8
7	Cn1c(=O)[nH]c(=O)c2nc(CC(=Nc3cccc(C(F)(F)F)c3)c3ccccc3)c(=O)[nH]c21	101.8	110.1	x	98.8	101.3
8	CCOC(=O)C1=C(C)NC(SCc2nnc(-c3ccc(C)cc3)o2)=NC1c1ccc(F)cc1 (stereo not drawn)	96.8	96.4	73.2	91.2	100.2
9	CSc1nc(=S)cc(C(=O)O)[nH]1	114.4	115.0	95.2	113.9	104.3
10	O=C(Oc1c(Cl)cc(Cl)cc1[N+](=O)[O-])c1ccc(Cl)cc1	95.5	108.0	98.4	105.8	104.6

cpd	HCC-2998	OVCAR-8	KM12	OVCAR-3
1	10.6	0.8*	-25.6*	-23.8*
2	92.9	94.5	103.9	111.6
3	110.5	98.3	98.3	113.4
4	92.9	113.0	107.2	116.2
5	108.8	105.8	102.1	100.1
6	90.4	91.4	86.0	107.0
7	99.3	102.5	106.2	109.7
8	99.9	82.2	97.5	97.7
9	97.1	102.2	109.1	113.2
10	100.7	94.2	98.9	113.2

Further entries follow:
cpd	canonical_smiles	OVCAR-5	DU-145	PC-3	OVCAR-4	SW-620
11	CCn1c(C)c(C(C)=O)c2c(-c3ccccc3)nc3ccccc3c21	95.3	99.1	80.5	101.6	101.3
12	O=C(Nc1ccc(Cl)cc1)c1cc2cc(F)ccc2cc1O	29.9	26.7	9.4*	26.4	15.5
13	CC(Br)C(OC(=O)C(Cl)(Cl)Cl)c1cc2c(cc1Br)OCO2 (stereo not drawn)	95.0	103.9	83.7	104.3	96.3
14	Cc1ccc(NC(=O)c2nc(S(C)=O)oc2-c2ccc(F)cc2)cc1Nc1ccc2ncn(C)c(=O)c2c1 (stereo not drawn)	106.0	112.8	100.5	116.9	104.5
15	COc1ccc2nc(NC(=O)/C(=C/c3ccc4c(c3)OCO4)c3ccc(OC)c(OC)c3)sc2c1	112.5	110.8	96.2	108.3	107.9
16	CCOC(=O)C1CCC(=O)C1 (stereo not drawn)	109.9	113.4	98.9	107.5	104.5
17	NS(=O)(=O)c1ccc(NC(=O)c2csc(-c3ccc([N+](=O)[O-])cc3)n2)cc1	111.6	104.0	92.0	102.6	95.5
18	CCCCCCNC(=O)Oc1ccc(/C(=C(\C)c2ccc(Cl)cc2)c2ccc(OCCN3CCCCC3)cc2)cc1	72.0	69.3	29.6	36.7	7.3*
19	CC(=O)Nc1c(Cl)cccc1[N+](=O)[O-]	97.5	114.5	101.2	106.6	102.6
20	O=C1CCc2c(sc3[nH]c(=S)n(-c4ccc(OC(F)(F)F)cc4)c(=O)c23)C1	55.7	81.2	16.1	17.1	19.9

cpd	HCC-2998	OVCAR-8	KM12	OVCAR-3
11	105.1	93.5	99.6	103.3
12	27.8	8.2*	12.3	23.0
13	110.0	94.0	98.3	104.3
14	103.1	112.5	102.3	115.4
15	x	127.8	101.7	107.3
16	98.9	x	108.9	117.5
17	99.3	100.8	101.2	105.2
18	62.9	x	36.5	58.4
19	116.9	113.2	108.7	111.7
20	28.5	53.6	10.8	13.2

Following part:
cpd	canonical_smiles	OVCAR-5	DU-145	PC-3	OVCAR-4	SW-620
21	COc1cccc(/C=C2\SC(=Nc3ccc(NC(C)=O)cc3)NC2=O)c1	124.3	119.6	x	107.5	111.5
22	CNC(=O)c1cc(Oc2ccc3nc(Nc4cc(Cl)cc(Cl)c4)ccc3c2)ccn1	103.6	78.0	40.3	57.2	45.6
23	COc1ccc(-c2nsc3c2NC(=O)CC3c2ccc(Cl)cc2)cc1 (stereo not drawn)	100.2	98.4	82.0	99.8	102.6
24	COc1cccc(-c2nnc(-c3nc4ccccc4nc3Cl)o2)c1	107.5	103.1	95.4	96.8	99.0
25	COc1ccc([N+](=O)[O-])c(O)c1C(C)=O	117.9	107.8	98.8	x	113.0
26	N#CC1=C(N)Oc2c(sc3c(Br)cccc23)C1c1ccc(Cl)cc1 (stereo not drawn)	26.3	20.0	17.3	61.2	27.3
27	CS(=O)(=O)OC1C(COC(=O)c2ccccc2)OC(n2ccc(=O)[nH]c2=O)C1O (stereo not drawn)	106.8	110.8	86.3	105.7	98.7
28	COc1cc(-c2cc(-c3ccc(C)cc3)nc3nc(N)[nH]c(=O)c23)ccc1Oc1ccnc2cc(Cl)ccc12	115.5	87.7	70.5	66.3	98.2
29	O=C(O)c1ccc(N/C=C/C(=O)c2ccc(Cl)cc2)cc1	100.9	104.8	101.4	102.5	95.3
30	CC1=CC(=O)C2(C)C(C)=C(C)C12C (stereo not drawn)	95.9	91.3	92.2	104.6	100.1

cpd	HCC-2998	OVCAR-8	KM12	OVCAR-3
21	106.3	111.2	129.6	141.7
22	74.5	67.9	30.2	57.8
23	93.2	90.2	82.7	93.2
24	111.9	100.4	101.8	x
25	101.5	96.9	109.3	112.6
26	10.9	23.0	26.4	0.9*
27	104.0	102.8	110.6	115.3
28	79.5	79.5	67.0	84.1
29	111.7	104.2	102.5	x
30	96.6	102.5	107.2	109.4

Random excerpt: 4 records from the list.
cpd	canonical_smiles	OVCAR-5	DU-145	PC-3	OVCAR-4	SW-620
30	CC1=CC(=O)C2(C)C(C)=C(C)C12C (stereo not drawn)	95.9	91.3	92.2	104.6	100.1
25	COc1ccc([N+](=O)[O-])c(O)c1C(C)=O	117.9	107.8	98.8	x	113.0
28	COc1cc(-c2cc(-c3ccc(C)cc3)nc3nc(N)[nH]c(=O)c23)ccc1Oc1ccnc2cc(Cl)ccc12	115.5	87.7	70.5	66.3	98.2
24	COc1cccc(-c2nnc(-c3nc4ccccc4nc3Cl)o2)c1	107.5	103.1	95.4	96.8	99.0

cpd	HCC-2998	OVCAR-8	KM12	OVCAR-3
30	96.6	102.5	107.2	109.4
25	101.5	96.9	109.3	112.6
28	79.5	79.5	67.0	84.1
24	111.9	100.4	101.8	x

Further records follow.
cpd	canonical_smiles	OVCAR-5	DU-145	PC-3	OVCAR-4	SW-620
31	COc1ccc(-c2nc(SCC(C)C)nc(N(CCO)CCO)c2C#N)cc1	103.2	98.6	82.2	101.5	101.2
32	CCCCC(C(C)=O)C(=O)CC (stereo not drawn)	99.6	109.2	87.9	101.8	102.2
33	COc1ccc(NS(=O)(=O)N2CCCCC2)cc1	117.4	116.4	91.8	124.8	98.0
34	COC(=O)C(Cc1cccc(-c2ccco2)c1)NC(=O)OCc1ccccc1 (stereo not drawn)	101.8	105.4	101.7	98.6	101.6
35	Cc1c(O)ccc(SC#N)c1C	97.3	114.7	86.1	106.8	102.7
36	COc1cccc(COC(=O)Nc2ccccc2)c1OC	104.8	104.5	83.9	116.5	113.6
37	NNS(=O)(=O)c1ccccc1	110.5	110.9	94.4	107.3	112.8
38	COc1cccc(-c2nn(-c3ccccc3)cc2-c2ccnc(NCCCNC(=O)Nc3ccc(F)cc3)c2)c1	27.1	54.1	4.0*	22.8	14.5
39	Cc1cccc(-c2nnc(-c3cccc4ccccc34)o2)c1	104.3	105.7	82.0	83.2	89.6
40	COc1ccc(OCCC(=O)O)cc1	103.6	119.9	99.7	94.4	100.7

cpd	HCC-2998	OVCAR-8	KM12	OVCAR-3
31	110.3	91.2	98.3	103.4
32	101.9	100.6	107.8	112.3
33	x	105.0	109.7	106.8
34	111.2	97.4	103.0	103.1
35	96.5	102.4	97.2	90.8
36	102.2	96.9	105.8	110.6
37	106.2	101.0	109.2	119.7
38	-25.1*	11.1	5.4*	28.4
39	100.0	89.0	86.6	95.8
40	114.3	115.3	109.1	115.4

(next part)
cpd	canonical_smiles	OVCAR-5	DU-145	PC-3	OVCAR-4	SW-620
41	Nc1ncc(Oc2ccc(Cl)cc2Cl)c(=S)[nH]1	104.3	112.6	94.6	125.6	104.9
42	CCN(CC)CCCC(C)Nc1ccnc2c1ccc1c(NC(C)CCCN(CC)CC)ccnc12 (stereo not drawn)	100.9	92.0	101.2	74.6	103.1
43	COc1ccc(C(=O)OC(c2cc3c(cc2Br)OCO3)C(C)Br)cc1 (stereo not drawn)	92.4	102.4	74.4	98.0	97.0
44	O=C1OCc2ccc([N+](=O)[O-])cc21	99.3	121.7	98.2	119.3	114.9
45	CCOC(=O)c1nnc(-c2ccccc2)nc1Cl	77.6	107.6	91.9	103.5	98.7
46	CCOC(=O)CC(C(=O)OCC)C(C)c1ccccc1 (stereo not drawn)	94.1	105.8	92.7	99.6	100.7
47	O=C(Nc1cc(F)cc2cccnc12)c1cnc(N2CCC(O)C2)cn1 (stereo not drawn)	100.9	110.2	106.1	73.2	64.3
48	C=CCOc1c(OC)cccc1OC	111.4	106.3	95.0	108.0	106.0
49	Cc1ccc(S(=O)C(c2ccccc2)c2ccccc2)cc1 (stereo not drawn)	95.8	105.2	83.9	93.9	96.7
50	N#CN1CC[C@H](C(=O)Nc2ncc(-c3ccccc3)s2)C1	1.3*	0.6*	11.1	-6.0*	5.2*

cpd	HCC-2998	OVCAR-8	KM12	OVCAR-3
41	105.5	100.6	102.1	132.7
42	95.7	104.7	94.5	85.0
43	89.0	93.6	91.7	94.7
44	94.9	101.7	116.9	121.7
45	100.0	108.2	104.1	103.6
46	107.1	102.5	105.0	103.7
47	99.4	98.8	100.4	51.5
48	108.2	98.0	106.9	106.1
49	x	106.4	101.9	104.1
50	-11.1*	2.9*	-6.3*	-32.5*

More results.
cpd	canonical_smiles	OVCAR-5	DU-145	PC-3	OVCAR-4	SW-620
51	CC(C)c1nc2ccccc2n1Cc1n[nH]c(=S)o1	109.1	107.3	95.0	111.3	79.7
52	CCN(CC)CCCC(C)Nc1ccnc2c(OC)cccc12 (stereo not drawn)	102.1	119.9	103.9	111.4	115.2
53	Oc1ccc(-c2nc3ccccc3nc2-c2ccc(O)cc2O)c(O)c1	88.3	111.6	83.2	108.2	97.4
54	CC(=O)N(C)c1ccc(O)cc1	91.8	108.5	85.1	108.0	102.1
55	CN1C2CC(c3ccccc3)=NN(C(N)=O)C2C2CC(c3ccccc3)=NN(C(N)=O)C21 (stereo not drawn)	97.5	115.8	83.8	101.2	109.4
56	O=S(=O)(Nc1ccc(Cl)nn1)c1ccc(NC(=S)/N=C2\Cc3n[nH]c(=S)n3N2)cc1	106.5	112.3	92.6	102.0	101.6
57	O=[N+]([O-])c1ccc(/C=C/c2ccc([N+](=O)[O-])cc2S(=O)(=O)O)c(S(=O)(=O)O)c1	97.2	98.5&115.1	92.9&105.7	90.1&106.8	95.0&106.0
58	Cc1ccc2nc(C)c(C(=O)NCc3ccc(OCc4cn(Cc5ccc([N+](=O)[O-])cc5)nn4)cc3)n2c1	93.9	93.7	76.0	65.9	87.7
59	CC(C)N1CCN(c2ccc(OC[C@H]3CO[C@](Cn4cncn4)(c4ccc(Cl)cc4Cl)O3)cc2)CC1	85.1	110.9	73.9	99.2	98.4
60	O=c1n(Cc2nc(-c3ccc(F)cc3)n[nH]2)cnn1-c1ccccc1	106.8	111.0	85.9	110.5	102.0

cpd	HCC-2998	OVCAR-8	KM12	OVCAR-3
51	100.6	100.8	94.9	107.9
52	114.7	105.9	112.6	146.4
53	112.4	100.9	98.2	98.9
54	102.5	96.5	98.6	114.1
55	94.6	113.8	108.3	110.0
56	96.3	104.1	98.4	112.3
57	90.5	99.0&98.5	106.0&110.3	102.5&109.8
58	87.2	84.7	84.8	78.6
59	104.0	100.4	95.4	102.3
60	111.7	91.4	100.8	102.2

Other compounds follow.
cpd	canonical_smiles	OVCAR-5	DU-145	PC-3	OVCAR-4	SW-620
61	CCCCN(CCCC)CCCCCCCCC(O)c1cc2ccccc2c2ccccc12 (stereo not drawn)	74.8	69.7	45.2	46.2	66.6
62	NC(=O)C(C1=CCCCC1)c1ccccc1 (stereo not drawn)	99.8	113.7	112.6	97.4	101.6
63	COc1ccc(-c2c(N)cnc(C(=O)O)c2C)c(OCc2ccccc2)c1OC	100.0	115.1	93.9	118.2	99.9
64	CN1CCN(c2cc(-c3ccncc3)c(-c3ccc4ccccc4c3)nn2)CC1	103.0	99.5	74.5	105.6	94.5
65	O=C(O)COCC(=O)O	107.1	102.9	97.0	88.6	102.3
66	O=C1CCCN1C1CCN2c3ccccc3CCc3cccc1c32 (stereo not drawn)	95.8	117.1	81.6	106.3	98.1
67	Cc1cc(C)nc(Nc2ncc(C(=O)NCCc3c(C)[nH]c4ccccc34)cn2)c1	103.5	100.4	x	108.5	99.3

cpd	HCC-2998	OVCAR-8	KM12	OVCAR-3
61	61.5	49.4	40.9	x
62	x	122.8	110.6	112.6
63	110.7	101.4	97.7	102.3
64	93.2	94.5	99.2	102.0
65	114.5	98.2	96.4	102.9
66	109.8	97.5	98.9	109.5
67	106.8	98.7	97.7	102.2
